HCV NS3 hel inh – inhibitors of HCV NS3 helicase, primary screen, biochemical, Cy5 molecular beacon fluorescence; hit rate 0.56% among 290,000; inhibition, % at 10.9 µM; NS3 helicase DNA unwinding; Hepatitis C virus NS3 helicase;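 active means inhibition above the mean of all tested compounds plus 3 SD, set per campaign, cut at about 35% in these data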;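 further: 0% = DMSO wells and 100% = thioflavine S control wells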
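Material: hepatitis C virus NS3 helicase domain fragment enzyme; measured by: Cy5 fluorescence, 0 and 60 min reads; control set: DMSO and thioflavine S; incubation: 60 min unwinding reaction at 25 °C after ATP addition; read-out basis: % inhibition from 60/0 min fluorescence ratio, DMSO 0%, thioflavine S 100%; repeats: singlicate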
IDE cell inh – human IDE inhibitors in live cells, primary screen, fluorescence polarization, HEK cells, FAbetaB substrate | FAbetaB cleavage | inhibition, % at 5.59 µM | hit rate 0.41% among 320,000;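 active means percent inhibition above the average of all tested compounds plus 3 SD, set per screening campaign, cut at about 16% in these data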;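 further: IDE supplied by intact live HEK cells; FP after avidin binding of uncleaved biotin substrate so inhibition keeps polarization high; 0% = DMSO wells and 100% = 60 µM reference IDE inhibitor Ii1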
FID counter – compounds displacing fluorescent DNA intercalator, primary screen, artefact control for HCV NS3 helicase inhibitor project, biochemical, FID fluorescence. DNA fluorescent intercalator displacement. inhibition, % at 7.9 µM. hit rate 0.17% among 290,000; in the data active means inhibition above about 37%;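 further: 0% = vehicle and 100% = reference compound; higher means more ethidium bromide displaced from hairpin DNA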
IDE act – human IDE activators in live cells, primary screen, fluorescence polarization, HEK cells, FAbeta-B substrate; activation, % at 5.96 µM; Insulin-degrading enzyme (Homo sapiens), P14735; FAbeta-B cleavage; 0% vehicle, 100% cell-free pure enzyme wells; AID 493087, 2011; hit rate 0.073% among 340,000;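 active means activation above the mean of all tested compounds plus 3 SD, set per screening campaign, cut at about 17% in these data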
SUMO HTRF inh – inhibitors of in vitro SUMOylation cascade, primary screen, biochemical, HTRF, uHTS. HTRF SUMOylation assay, SAE1/SAE2 + UBC9. AID 2006, 2009. SUMO-conjugating enzyme UBC9 (Homo sapiens), P63279. inhibition, % at 35 µM. hit rate 0.36% among 290,000; in the data active means inhibition above about 50%, passing the limit was not always enough; inconclusive means no clear call, values can overlap the other calls; further: strong numbers were not always called active
Target sequence (P63279 whole entry, looked up): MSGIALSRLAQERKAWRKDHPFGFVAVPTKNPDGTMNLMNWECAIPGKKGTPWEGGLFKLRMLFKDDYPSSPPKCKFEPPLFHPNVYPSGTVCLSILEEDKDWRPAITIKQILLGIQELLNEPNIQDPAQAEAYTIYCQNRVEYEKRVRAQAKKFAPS
IMP-1 inhibitor – IMP-1 metallo-beta-lactamase inhibitors, primary screen, biochemical, epi-absorbance readout, Pseudomonas aeruginosa enzyme | AID 1556, 2009 | metallo-beta-lactamase IMP-1 (Pseudomonas aeruginosa) | hit rate 0.45% among 290,000 | inhibition, % at 5.6 µM | purified IMP-1, nitrocefin hydrolysis, epi-absorbance fluorescence;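 active means inhibition above the mean plus 3 SD of all compounds in the same screening run, cut at about 4.5% in these data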;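 further: 0% = IMP-1 with DMSO and 100% = DMSO wells lacking enzyme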
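Assay system: purified IMP-1; Quantity: IMP-1 0.2 nM before substrate addition; Medium: HEPES buffer pH 7.1 with ZnSO4 and Brij 35; Incubation: 15 min enzyme–compound preincubation, then 25 min nitrocefin reaction, 25 °C; Signal: fluorescence quenching readout, ex 480/em 530 nm; Controls: DMSO with and without IMP-1; Repeats: singlicate testing.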
p-CIP stab down – p/CIP-EGFP fusion destabilizers, primary screen, fluorescence, F442A cells. hit rate 0.01% among 290,000. Q05BA5. 16 h. decrease of EGFP signal, % at 10 µM;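 active means EGFP signal decrease of at least 30% at 10 µM or well 3 SD below plate mean, unless failing retest; inactive means the rest, including hits failing retest or dose response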; further: some compounds called inactive have numbers as strong as hits; many of its hits are not listed in these tables
M18AAP inhibitor – PfM18AAP inhibitors, malaria aminopeptidase, primary screen, biochemical, QFRET, recombinant enzyme; hit rate 1.2% among 290,000; inhibition, % at 7.35 µM; AID 1822, 2009; M18 aspartyl aminopeptidase (Plasmodium falciparum 3D7); H-Glu-NHMec fluorogenic cleavage;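 active means inhibition above the campaign mean inhibition over all tested compounds plus 3 SD, cut at about 28% in these data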;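 further: 0% = plate median of test compound wells and 100% = 2 mM ZnCl2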
VIM-2 inhibitor – VIM-2 metallo-beta-lactamase inhibitors, primary screen, biochemical, epi-absorbance readout, Pseudomonas aeruginosa enzyme | purified VIM-2, nitrocefin hydrolysis, epi-absorbance fluorescence | hit rate 0.89% among 290,000 | inhibition, % at 5.6 µM;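 active means inhibition above the mean of all tested compounds plus 3 SD, cutoff set per screening run, cut at about 7.5% in these data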;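 further: red hydrolysis product quenches plate fluorescence so inhibitors raise well fluorescence; 0% = enzyme with DMSO and 100% = DMSO without enzyme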
* = called active by the depositor; ? = inconclusive; · = no result given.

SMILES	HCV NS3 hel inh	IDE cell inh	FID counter	IDE act	SUMO HTRF inh	IMP-1 inhibitor	p-CIP stab down	M18AAP inhibitor	VIM-2 inhibitor
CCc1ccc(CNC(=O)c2ccc3c(c2)NC(=O)C(N2CCOCC2)S3)cc1 (configuration not stated)	-3	2	-50	3	-1	1.1	0	-1	0.4
COc1ccc(Nc2oc(COc3ccccc3OC)nc2C#N)cc1	1	3	-10	-2	-4	-3.0	5	-13	-2.0
Cc1ccc(-c2csc(N3CCN(c4cc5c(cc4Cl)nc(C(C)N)n5CCCO)CC3)n2)cc1 (configuration not stated)	-37	1	-8	3	-5	-0.5	-3	-9	-0.9
CCCNC(=O)N[C@@H](Cc1ccccc1)C(=O)OC	7	-1	-4	9	-10	-4.2	4	2	-5.6
COc1cc(OC)cc(N(C(=O)CNC(=O)c2ccco2)C(C(=O)NCC2CCCO2)c2ccccc2)c1 (configuration not stated)	16	4	-39	2	8	-2.8	-6	7	-4.4
OCC[C@@H]1C[C@@H](O)[C@H](O)[C@@]2(CCc3ccccc3O2)O1	3	1	-7	3	11	-2.4	-5	3	0.3
Cc1ccc(C(=O)NCCNS(=O)(=O)c2ccccc2)cc1	1	-1	-5	2	23	-4.5	-5	8	-2.9
COc1ccc(CCN2CC(C(=O)N3CCC(OC)CC3)CCC2=O)cc1 (configuration not stated)	-1	2	-12	2	5	-2.2	3	1	-2.8
O=C(c1ccco1)N1CCN(c2ncnc3scc(-c4cccs4)c23)CC1	-4	0	-29	-8	3	-3.2	-8	0	0.0
O=C1c2ccccc2C(Nc2cccnc2)N1Cc1ccc2c(c1)OCO2 (configuration not stated)	-1	4	-7	-2	4	-2.2	-4	2	-2.0
O=C(NCc1ccc2c(c1)OCO2)C1CC(=O)N(C2CCCC2)C1 (configuration not stated)	8	-3	-2	5	11	2.4	-2	5	0.9
CCOc1ccc(NC(=S)NCCCN2CCOCC2)cc1	-13	1	4	-3	10	-0.5	1	1	-1.7
CC(=O)c1c(C)[nH]c(C(=O)/C(C#N)=C/c2cccc(C)c2)c1C	7	-7	-8	1	3	-0.5	-3	-1	-1.2
Cc1[nH]c2ccc(C(=O)N3CCCCC3)cc2c1C	0	3	-9	-1	9	0.3	-10	1	-1.6
O=C(NCCc1ccc(Cl)cc1)c1cccs1	-4	6	-6	4	9	-2.4	-5	6	-2.2
CCn1cc(C(=O)NCCCN2CCC(C)CC2)c(=O)c2cc(S(=O)(=O)N3CCCC3)ccc21	16	4	16	0	1	-1.4	-2	6	-5.0
CC(C)c1ccc(N=C(N)N=C(N)N)cc1	-5	4	-4	4	12	-1.4	-6	2	-0.4
Cc1ccc(C)c(S(=O)(=O)N2CCN(CC(=O)NC(=O)NCc3ccccc3)CC2)c1	-14	1	-24	0	-27	-4.3	-6	9	-2.6
COc1ccccc1C(=O)NCCOc1ccc(C)c(C)c1	12	·	-13	6	2	-1.0	1	-4	-0.5
O=C1C2CC=C(Cl)CC2C(=O)N1CCC[n+]1ccccc1 (configuration not stated)	0	10	4	1	-9	-2.3	-2	-1	-0.8
COc1ccccc1NC(=O)C1=C(C)Nc2nc(-c3ccc(N(C)C)cc3)nn2C1c1ccncc1 (configuration not stated)	-4	2	-22	7	6	-3.3	-2	-6	-1.1
COC(=O)c1ccc(C(=O)Nc2ccc(C(C)C)cc2N)cc1	-8	-1	-8	2	3	-2.3	12	-10	-0.1
CC(C)(C)C(=O)O/N=C(\N)c1c(Cl)cccc1Cl	-2	3	-3	5	8	-2.2	1	-4	-3.1
CCc1nc(Nc2cccc(F)c2)c2oc3ccccc3c2n1	-21	5	-5	1	6	-4.9	-10	1	-0.1
COc1ccc(OC)c(NC(=O)COc2ccc(S(=O)(=O)N3CCCC3)cc2)c1	-1	6	-41	0	-4	-3.3	-6	7	-3.2

Next section; it opens with the 2 that closed the last part.
SMILES	HCV NS3 hel inh	IDE cell inh	FID counter	IDE act	SUMO HTRF inh	IMP-1 inhibitor	p-CIP stab down	M18AAP inhibitor	VIM-2 inhibitor
CCc1nc(Nc2cccc(F)c2)c2oc3ccccc3c2n1	-21	5	-5	1	6	-4.9	-10	1	-0.1
COc1ccc(OC)c(NC(=O)COc2ccc(S(=O)(=O)N3CCCC3)cc2)c1	-1	6	-41	0	-4	-3.3	-6	7	-3.2
CCC1CC(/C(C)=N/NC(N)=O)OC1=O (configuration not stated)	9	-1	-1	-1	10	-0.5	-2	-6	-3.9
COc1cc(C2NC(=O)NC(O)(C(F)(F)F)C2C(=O)c2cccs2)ccc1O (configuration not stated)	-2	0	-5	6	0	-3.0	3	3	-3.4
O=C(/C=C/c1ccc(OCc2ccccc2)c(OCc2ccccc2)c1)c1cccnc1	-3	-3	1	3	8	-2.7	2	1	-2.6
CC1(C)CC(=O)c2sc(NC(=O)Cc3cccs3)nc2C1	3	3	-7	9	12	-2.8	-4	10	-1.5
CCc1c(C(=O)NNC(=S)NCCc2ccccc2)csc1C	2	-2	-13	2	-52	-3.7	0	-3	-5.4
Cc1ccc(OCC(=O)NC2CC(C)(C)NC(C)(C)C2)c(C)c1	4	3	0	-2	-3	-1.6	8	5	-2.1
O=C(NCCNC(=O)c1ccc(Br)o1)c1ccc(Br)o1	7	3	2	2	21	-3.1	-8	-8	-3.1
CCC(=O)Nc1ccc(NC(=O)c2cccc3ccccc23)cc1	-1	4	0	0	-3	-0.9	-2	-1	-1.7
Cc1ccc(/C=C/C2=NN(Cc3ccc(Cl)c(Cl)c3)C(=O)CC2)cc1	5	-3	1	0	-10	-2.1	-12	-1	-4.1
Cc1cccc(NC(=O)CCc2ccccc2)c1	-1	1	-6	-1	13	-1.9	1	-2	-2.0
COC(=O)c1oc2ccc(Br)cc2c1NC(C)=O	3	-1	1	4	-8	-3.0	-4	4	-4.6
C=CCNC(=O)NC(=O)COn1nnc2ccc(S(=O)(=O)N(C)C)cc21	2	0	-3	5	16	-3.7	0	-1	-1.9
COc1ccc2[nH]c(C(=O)N(Cc3ccccn3)Cc3ccccn3)cc2c1	-11	1	-28	-4	29	-4.3	2	13	-5.5
O=C(c1nnsc1S(=O)(=O)c1ccc(Cl)cc1)N1CCOCC1	-10	·	6	1	0	-3.2	-5	-34	-1.6
S=C(c1ccc(Br)cc1)N1CCCC1	-3	1	-6	0	16	-1.3	-18	-10	0.6
Cc1ccccc1CSCC(=O)Nc1ccccc1-c1ccccc1	-6	-2	-33	2	-8	-1.4	5	10	-1.6
CN1CCN(CC(=O)Nc2nc(-c3c[nH]c4ccccc34)cs2)CC1	-38	2	18	5	2	1.8	-4	-9	1.8
Cc1sc2nc(SCC(=O)Nc3ccccc3F)[nH]c(=O)c2c1C	-10	-4	-5	8	22	1.1	-3	-8	1.4
Cc1ccc(N=Nc2c(N)nn3c(N)c(C#N)c(C)nc23)cc1	21	-4	-1	6	26	-1.2	-2	-10	-1.9
CC(=O)c1cccc(NC(=O)NCc2ccco2)c1	0	0	1	3	10	-4.7	1	3	-3.4
Cn1ncc([N+](=O)[O-])c1C(=O)Nc1cccc(Cl)c1	8	0	-1	3	4	0.1	2	-6	0.3
COc1cccc(Cn2c(=O)ccc3ccccc32)c1	-5	-3	-10	-1	-12	-2.9	4	-1	0.2
COc1ccc(Cl)cc1S(=O)(=O)N(C)CC(=O)N1CCOCC1	1	5	-7	8	3	-3.7	-18	5	-4.8
CCn1c(-c2cc(Br)cc(OC)c2O)nc2cc(S(=O)(=O)N(C)C)ccc21	-7	-2	-21	6	6	-0.2	-14	-7	-0.1
CCOCCCNC(=O)c1ccc2c(=O)n(Cc3ccc4c(c3)OCO4)c(=S)[nH]c2c1	-3	2	1	-6	-5	-3.4	0	1	-5.2

Continuation.
SMILES	HCV NS3 hel inh	IDE cell inh	FID counter	IDE act	SUMO HTRF inh	IMP-1 inhibitor	p-CIP stab down	M18AAP inhibitor	VIM-2 inhibitor
CC1=C(C#N)C(=O)NC(=O)/C1=C\c1ccc(-c2ccc(C)cc2[N+](=O)[O-])o1	40*	·	-23	-4	·	-1.7	-10	25	0.2
O=C(Nc1ccccn1)C1CCCN1S(=O)(=O)c1ccc(Cl)cc1 (configuration not stated)	-7	2	-10	-1	10	-2.8	0	1	-2.7
O=C(/C=C/c1ccc[nH]1)c1ccccc1	10	2	-3	7	10	-0.5	-19	-5	-0.8
COc1cccc(C(=S)N2CCOCC2)c1OS(=O)(=O)c1ccc(Cl)cc1	-1	-2	-23	-6	0	-1.7	16	20	-0.6
Cc1ncc([N+](=O)[O-])n1CC(=O)NC1CCCCCC1	-1	1	-2	4	13	-2.5	-10	1	-1.8
CC(C)C(=O)NC(c1ccc([N+](=O)[O-])cc1)c1c(O)ccc2ccccc12 (configuration not stated)	-12	8	4	-3	-24	-2.2	8	10	-5.1
CC(=O)Nc1ccc(-c2ccc(NC(C)=O)cc2)cc1	-7	0	12	5	24	-3.5	3	1	2.9
COc1ccccc1-c1noc(-c2cc(OC)c(OC)c(OC)c2)n1	2	-1	-16	-2	21	-4.2	-2	2	-0.9
COc1ccccc1CNC(=O)CSc1nc(-c2ccccc2)cn1N	-7	2	-17	4	-6	-2.1	-6	-3	-2.2
COc1ccc(C(=O)NCCCOC(C)C)cc1OC1CCN(C(C)=O)CC1	13	2	-11	4	0	1.6	-6	-10	-0.2
Cc1ccc(NC(=O)NC2CCCCC2)cc1S(=O)(=O)N1CCOCC1	-15	5	-15	4	-2	-3.3	-5	3	-1.6
Cc1nn(-c2ccccc2)c(C)c1NC(=O)c1cccs1	-3	3	-2	-1	-6	-1.1	9	-1	-1.2
Cc1cc(Nc2ccc(F)c(F)c2)nc(-c2ccccc2O)n1	-4	-1	4	4	?	-0.9	-3	-1	-2.4
FC(F)(F)c1nnc2n1N=C(c1ccccc1)CS2	5	-1	-7	-2	10	-1.0	-16	5	-0.7
S=C(Nc1ccc(Oc2ccccc2)cc1)NC1CCCCC1	-11	2	-5	2	-23	-0.9	-15	-8	-1.9
COCCCn1c(C)nnc1SCC(=O)NCc1ccco1	2	3	-7	2	4	-2.4	0	12	-3.0
CCCCC1=CC2=C(c3ccco3)C(=O)C(C)(OC(=O)c3ccc(OC)cc3)C(=O)C2=CN1c1ccccc1 (configuration not stated)	·	-2	·	2	3	·	-14	·	·
CC1=C(C(=O)N2CCOCC2)C(c2ccc(Cl)cc2)NC(=S)N1 (configuration not stated)	-3	6	-1	1	8	-0.6	-7	-1	-1.6
Cc1cccc(/C=C2\CS/C(=C\c3cccc(C)c3)C2=O)c1	14	2	-6	4	19	-0.1	9	1	-1.6
